# ST2 IL33 inh: blocks human ST2 binding to IL-33; AlphaLISA ST2-Fc/biotin-IL-33 interaction, 1 h; inhibition, % for hits at 17 µM; 2.3% of 78,000 active; AID 1259354; Q01638; in the data active = inhibition above about 30%; inconclusive = mostly about 10% to 28%
# Target sequence (Q01638 whole entry, looked up): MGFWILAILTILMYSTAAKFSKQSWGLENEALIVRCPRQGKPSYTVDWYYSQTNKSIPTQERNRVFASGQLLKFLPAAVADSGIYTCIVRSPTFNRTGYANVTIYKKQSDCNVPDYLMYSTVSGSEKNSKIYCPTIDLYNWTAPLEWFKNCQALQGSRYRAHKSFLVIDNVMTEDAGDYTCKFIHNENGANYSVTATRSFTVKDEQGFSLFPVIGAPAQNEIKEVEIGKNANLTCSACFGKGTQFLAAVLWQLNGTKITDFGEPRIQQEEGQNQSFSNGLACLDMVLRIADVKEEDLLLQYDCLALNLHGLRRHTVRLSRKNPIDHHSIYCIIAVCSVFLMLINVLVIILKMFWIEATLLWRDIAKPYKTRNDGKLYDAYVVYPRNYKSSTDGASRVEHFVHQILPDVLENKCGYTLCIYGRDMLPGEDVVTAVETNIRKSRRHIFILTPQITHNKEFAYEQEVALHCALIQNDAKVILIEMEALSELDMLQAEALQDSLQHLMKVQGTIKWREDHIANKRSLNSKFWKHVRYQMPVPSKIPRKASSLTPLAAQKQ
# * = called active by the depositor; i = inactive; ? = inconclusive. These rows are one share of the data; count on the stated rates, not on these rows.
SMILES,ST2 IL33 inh
CC(=O)Nc1ccc(S(=O)(=O)N2C[C@@H]3C[C@H](C2)c2ccc(-c4ccccc4CN4CCOCC4)c(=O)n2C3)cc1,i
O=C(NC1CC=CC1)C1CCCN(C2CCN(CCc3ccccc3)CC2)C1 (stereo not given),i
Cc1ccc2c(c1)c(CNC(=O)c1ccc(-n3cnnc3)cc1)nn2C,i
c1ccc(Cn2cc(-c3cccc4c3CCNC4)cn2)cc1,i
Cc1ccc(OCC(O)CN2CCN(c3ccccc3)CC2)c(C)c1 (stereo not given),?
CC(=O)SC1CC2=CC(=O)CC[C@]2(C)C2CC[C@@]3(C)C(CC[C@@]34CCC(=O)O4)C12 (stereo not given in full),i
O=C(C1CC1)N1CCc2cc(Br)cc(S(=O)(=O)NCCCN3CCOCC3)c21,i
CCCc1cc(C(=O)N2C[C@H]3OC(=O)N(CCc4ccccn4)[C@H]3C2)cs1,i
CCOC(=O)c1cccc(N2C(=O)C3C4C=CC(CC4)C3C2=O)c1 (stereo not given),i
COCc1cc(C)nc2sc(-c3nc4ccccc4[nH]3)c(NC(=O)c3ccccc3)c12,?
O=C(Nc1ccc(S(=O)(=O)Nc2cnc3ccccc3n2)cc1)c1ccc(F)cc1,i
COC(=O)c1ccccc1NC(=O)C1c2ccccc2Oc2ccccc21,i
CC(C)(O)C#Cc1ccc(CN2CCCN(C(=O)C3CCC3)CC2)s1,?
CN(C)CCNC(=O)C[C@@H]1O[C@H](CNC(=O)Nc2ccccc2)[C@@H](O)[C@H]1O,i
O=C(c1ccccc1OC1CCN(Cc2ccsc2)CC1)N1CCCCC1,i
Cc1cc(NC(=O)CSc2cn(C)c3ccccc23)no1,i
O=C(NCc1cccc(F)c1)c1c(O)c2ccccc2[nH]c1=O,i
COc1cc(C)c(NC(=O)c2ccc(F)cc2)cc1C(C)C,i
CCOc1ccc(-c2cc(OCC)c3c(C)oc(C)c3c(=O)c2)cc1,?
COc1cc(C)c(S(=O)(=O)N2CCN(c3ccccc3)CC2)cc1C,i
CC(=O)Nc1ccc2cccc(O)c2n1,i
Cn1nc(C2CCN(C(=O)C3COCCN3)CC2)n(-c2ccccc2)c1=O (stereo not given),i
CCN(CC)c1ccc(C2C(C(=O)Nc3ccc(C)cn3)=C(C)NC3=C2C(=O)CCC3)cc1 (stereo not given),?
O=C1c2ccccc2NC(c2cccc(F)c2)N1c1ccccc1 (stereo not given),?
CCOC(=O)Cn1c(=O)n(-c2ccc(C)c(C)c2)c2nc(-c3ccccc3Cl)nc(C(N)=O)c21,?
COc1cc2c(cc1OC)CN(C(=O)CC1C(=O)NCCN1Cc1ccccn1)CC2 (stereo not given),i
CC1=C(C#N)c2nc(N)c(C#N)c(C)c2/C1=C\c1ccc(O)cc1,i
O=C(c1cccnn1)N1CCc2[nH]nc(-c3ccc(-c4ccccc4)cc3)c2C1,i
COCc1nnc(NC(=O)c2ccc(S(=O)(=O)N3CCCC(C)C3)cc2)o1 (stereo not given),?
O=C(COc1ccccc1)Nc1c(-c2cccs2)nc2ccccn12,i
CCc1[nH]nc2c1C(c1c(F)cccc1Cl)C(C#N)=C(N)O2 (stereo not given),i
CCCC(=N)C1=C(O)CC(CC(C)SCC)CC1=O (stereo not given),?
Cc1nc(C)c(C(=O)N2CC[C@H](CO)[C@H](O)C2)s1,i
COc1ccc(NC(=O)N2C[C@@H]3C[C@H](C2)c2ccc(NC(=O)c4cccs4)c(=O)n2C3)cc1,i
O=C(O)C[C@@H]1CCN(Cc2ccccc2)C[C@@H]1CCN1C[C@@H]2C[C@H](C1)c1cccc(=O)n1C2,?
Cc1[nH]cnc1-c1nccn1CCc1ccccc1Cl,i
COc1ccccc1Cn1c(-c2ccccc2)cn2c3c(=O)n(C)c(=O)n(C)c3nc12,i
Cc1ccc2[nH]nc(C(=O)N3CCOC(CCCC(C)C)C3)c2c1 (stereo not given),i
CN1C[C@@H](NC(=O)c2ccc3c(c2)OCO3)C[C@H]1c1nc(-c2ccccc2)no1,i
CCC(C)N(Cc1cccnc1)C(=O)CCSC (stereo not given),?
Cc1ccc(S(=O)(=O)N2CCN(C(=O)COc3ccccc3)C2c2ccccc2)cc1 (stereo not given),i
Cn1cnnc1SCCNS(=O)(=O)c1cccc([N+](=O)[O-])c1,i
CCC1=C(c2ccc(OC)cc2)S(=O)(=O)N(CC(=O)Nc2cc(C)ccc2C)C1=O,i
CCc1ccccc1OC1CN(C(=O)c2nnc(CN(C)C)o2)C1,?
CN1CC(=O)N2CCN(Cc3ccc(C#CCO)s3)CC2C1=O (stereo not given),?
CC(=O)Nc1cc(C)nc2ccccc12,?
Cc1ccsc1C(=O)N(C)CC1CCCN(CCc2ccc(Cl)cc2)C1 (stereo not given),i
Cc1ccccc1C1C(C#N)=C(N)OC2=C1C(=O)CC(C)(C)C2 (stereo not given),i
COc1cc2nc(N3CCN(C(=O)OCc4ccccc4)C(C(=O)NC(C)(C)C)C3)nc(N)c2cc1OC (stereo not given),i
COc1cc(C(=O)Nc2nc3ccc(S(C)(=O)=O)cc3s2)cc(OC)c1OC,?

# Reprinted at random: 4 entries already listed.
SMILES,ST2 IL33 inh
COc1cc(C)c(S(=O)(=O)N2CCN(c3ccccc3)CC2)cc1C,i
O=C(COc1ccccc1)Nc1c(-c2cccs2)nc2ccccn12,i
Cc1cc(NC(=O)CSc2cn(C)c3ccccc23)no1,i
O=C(Nc1ccc(S(=O)(=O)Nc2cnc3ccccc3n2)cc1)c1ccc(F)cc1,i

# Other results
SMILES,ST2 IL33 inh
CN1CCN([C@@H]2[C@H](O)[C@H](CO)O[C@@H]2CNC(=O)c2ccccc2)CC1,?
CN1CC2(CCCN(c3ncccc3C(N)=O)CC2)OC1=O (stereo not given),i
O=C1C(N2CCOCC2)=CC(=NS(=O)(=O)c2ccccc2)c2ccccc21,41%*
Cc1nc(SCC(=O)c2ccccc2)c(C#N)c(C)c1C,i
Cc1ccc(C(=O)Nc2ccccc2C)cc1,i
Cc1cccc(CN(CC(=O)NCc2ccncc2)S(=O)(=O)c2ccc(Cl)cc2)c1,?
Cc1ccc(NC(=O)CCC(=O)c2ccc(F)cc2)cc1Cl,i
CCCCCN(CCCCC)C(=O)C(CCC(=O)O)NC(=O)c1ccc(Cl)c(Cl)c1 (stereo not given),i
COc1ccc2c(c1)CN(c1ccc(C)c(C)c1)CO2,?
O=S1(=O)CC(S(=O)(=O)c2ccccc2)C(S(=O)(=O)c2ccccc2)C1 (stereo not given),i

# Structural class: the entries above with fluorine
SMILES,ST2 IL33 inh
O=C(Nc1ccc(S(=O)(=O)Nc2cnc3ccccc3n2)cc1)c1ccc(F)cc1,i
O=C(NCc1cccc(F)c1)c1c(O)c2ccccc2[nH]c1=O,i
COc1cc(C)c(NC(=O)c2ccc(F)cc2)cc1C(C)C,i
O=C1c2ccccc2NC(c2cccc(F)c2)N1c1ccccc1 (stereo not given),?
CCc1[nH]nc2c1C(c1c(F)cccc1Cl)C(C#N)=C(N)O2 (stereo not given),i
Cc1ccc(NC(=O)CCC(=O)c2ccc(F)cc2)cc1Cl,i

# Additional compounds follow.
SMILES,ST2 IL33 inh
CC(=O)Nc1ccc(Oc2ncnc3sc4c(c23)CCCC4)cc1,i
CC(=O)N1CCc2cc(S(N)(=O)=O)ccc21,i
O=C(N/C(=C\c1ccc2c(c1)OCO2)C(=O)N1CCOCC1)c1ccco1,i
O=C(NC[C@H]1O[C@@H](CO)[C@@H](O)[C@H]1N1CCCC1)c1ccco1,i
O=C(O)c1ccccc1N/C=C/[N+](=O)[O-],i
CC(C)NC(=O)c1cc(-c2cccs2)nc2ccccc12,i
Cn1c(SCc2cccc(F)c2)nc2c([nH]c3ccccc32)c1=O,i
COc1ccc(C(=O)Nc2nnc(N=Cc3ccc([N+](=O)[O-])s3)s2)cc1,i
CCCc1oc2cc(O)c(CC)cc2c(=O)c1-c1ccc2c(c1)OCO2,i
Nc1nc(CSc2nnc(Cc3ccccc3)n2Cc2ccccc2)cs1,i
Cc1cccc(Nc2nc3nonc3nc2N2CCCCC2)c1C,i
CCOc1ccccc1C1C(C(=O)Nc2ccc(C)cc2C)=C(C)Nc2nnnn21 (stereo not given),i
CCC(CC)NC(=O)c1cccc(Br)c1,?
COCCNC(=O)CSc1c2c(nc3cc(Cl)ccc13)CCCC2,i
CC1CCN(C2=NC(=O)/C(=C/c3cccc(O)c3)S2)CC1,?
Cc1ccccc1CN1CCC(N2CCCCCC2)CC1,i
O=C(C1CCCCC1)N1C[C@@H]2C[C@H](C1)c1ccc(-c3ccccc3CN3CCOCC3)c(=O)n1C2,i
Cc1onc(-c2ccccc2Cl)c1C(=O)Nc1nc2ccc(S(C)(=O)=O)cc2s1,i
COc1cc(CCC(=O)O)ccc1O,i
CC1=NN(c2ccc(Cl)c(Cl)c2)C(=O)/C1=C/c1cccs1,54%*
Cc1c(C(=O)O)ccc2c1NC(c1cccc3ccccc13)C1CC=CC21 (stereo not given),?
Cc1cc(Nc2ccc(C)c(Br)c2)n2ncnc2n1,i
CCn1cc(C(=O)NCCC2=CCCCC2)c(=O)c2cc(S(=O)(=O)N3CCCC3)ccc21,i
C=CCN(CC=C)C(=O)c1ccc(OC)c(OC)c1,i
O=C(CCS(=O)(=O)c1ccc(Br)s1)Nc1ccc(F)cc1Cl,i
Cc1ccc(-n2nc3c(c2NC(=O)c2cccs2)CS(=O)C3)cc1 (stereo not given),i
Cc1ccc(-c2nc3ccccc3c(=O)n2CC(=O)Nc2ccccc2C(F)(F)F)cc1,i
COc1cccc(CN(C)Cc2nc3ccc(C)cc3[nH]2)c1O,i
COc1ccc(C(=O)NC[C@H]2O[C@@H](CC(=O)Nc3ccccc3)[C@H](O)[C@@H]2O)cc1,i
COc1ccc(C2CC(=O)Nc3cc(O)c(C)cc32)cc1Cn1cccn1 (stereo not given),i

# 7 of the compounds above, bar-delimited.
SMILES | ST2 IL33 inh
O=C(O)C[C@@H]1CCN(Cc2ccccc2)C[C@@H]1CCN1C[C@@H]2C[C@H](C1)c1cccc(=O)n1C2 | ?
Cc1[nH]cnc1-c1nccn1CCc1ccccc1Cl | i
COc1ccccc1Cn1c(-c2ccccc2)cn2c3c(=O)n(C)c(=O)n(C)c3nc12 | i
Cc1ccc2[nH]nc(C(=O)N3CCOC(CCCC(C)C)C3)c2c1 (stereo not given) | i
CN1C[C@@H](NC(=O)c2ccc3c(c2)OCO3)C[C@H]1c1nc(-c2ccccc2)no1 | i
CCC(C)N(Cc1cccnc1)C(=O)CCSC (stereo not given) | ?
Cc1ccc(S(=O)(=O)N2CCN(C(=O)COc3ccccc3)C2c2ccccc2)cc1 (stereo not given) | i

# Further entries.
SMILES,ST2 IL33 inh
CN(C)c1ccc(-c2ncnn2-c2ccccc2)cc1,?
O=S(=O)(Nc1nc2ccccc2s1)c1cccc2nsnc12,i
O=C(Nc1nc2c(s1)CCCC2)c1ccc(N2CCOCC2)c([N+](=O)[O-])c1,?
CCc1ncc2c(n1)CN(C(=O)c1cccc3c(C)c(C)[nH]c13)C2,i
COc1ccc(C(=O)NC[C@H]2O[C@@H](CC(=O)NCCN(C)C)[C@H](O)[C@@H]2O)cc1,i
CCSc1oc(-c2cccs2)nc1S(=O)(=O)c1ccc(F)cc1,i
O=C(c1cn(CCN2CCCCC2)nn1)N1CCC(C(O)c2cccs2)CC1 (stereo not given),i
O=C1CSC(c2ccc(Br)cc2)N1c1ccc(F)c(Cl)c1 (stereo not given),i
Cc1cc(NCCCn2ccnc2)n2c(nc3ccccc32)c1C#N,?
CCC(=O)Nc1ccc2c(c1)Cc1cc(NC(=O)CC)ccc1-2,i
COc1ccc(N=C2C(=O)Nc3ccc(C)cc32)cc1,?
C=CCNC(=O)c1cc(-c2ccccc2)nc2c(C)cccc12,i
CCN1CCN(C(=O)c2ccc(Cl)c(Cl)c2)CC1,i
CCOC(=O)CSc1nc2c([nH]c3ccccc32)c(=O)n1-c1ccc(F)cc1,i
CCOC(=O)N1CCC(NCCCn2cc(C)cn2)CC1,i
O=C(Nc1nc(-c2ccccc2)cs1)c1cc(=O)c2ccccc2o1,i
CC(=O)Nc1ccc(-c2ccc(C(C)N3CCOCC3)cc2)cn1 (stereo not given),i
COc1ccc(C)cc1-n1cnnc1CCN,?
COc1cc(OC)cc(C(=O)Nc2nc3ccc4sc(C)nc4c3s2)c1,i
NCCOCCN,i
COC(=O)c1ccc(OC(=O)c2ccncc2)cc1O,i
COc1ccc(N=Cc2nc(-c3ccc(Br)cc3)oc2O)c([N+](=O)[O-])c1,i
COc1ccccc1-n1c(SCC(=O)Nc2ccc(C)cc2C)nc2c(c1=O)SCC2,?
COc1ccc(Cn2ccnc2-c2ccccc2OCCO)cc1,i
Cc1nc(CCNC(=O)c2cn(Cc3ccc(F)cc3)nn2)nc2c1CCCC2,i
COc1cc(CN2CCN(C=O)CC2)ccc1OCc1ccccc1,i
COc1ccc(-c2csc3ncnc(N4CCN(c5ccccn5)CC4)c23)cc1,?
COc1ccc(C(=O)Nc2ccc3nc(N4CCN(C)CC4)cc(C)c3c2)c(OC)c1,?
CCCC12CN3CC(CCC)(CN(C1)C3c1cccs1)C2=O (stereo not given),i
CC(C)(C)C1CCc2c(sc(NC(=O)c3ccccc3F)c2C(=O)O)C1 (stereo not given),i
Cc1nc(SCCO)c2c3c(sc2n1)CCCC3,i
CCCn1c(=O)c2c(ncn2C)n(CCC)c1=O,i
CC1CCC(NC(=O)CN2CCN(Cc3ccccc3)C2=O)CC1 (stereo not given),i
COc1cccc(N2CC(NC(=O)c3cccs3)CC2=O)c1 (stereo not given),i
Cc1nn(Cc2ccc(Cl)cc2)c(C)c1NC(=O)CCCn1nc(C)c([N+](=O)[O-])c1C,?
O=C1CCSc2ccccc2N1Cc1ccc(F)cc1,?
O=C(c1cc2ccccc2oc1=O)N1CC[C@H]2CC[C@@H](C1)N2,i
CCN(CC)c1nc2c(C)cccn2c(=O)c1C=C(C#N)C#N,?
O=C(CCc1nc2ccccc2n(Cc2ccccc2F)c1=O)NCC1CCCO1 (stereo not given),i
COc1ccc(C=Nc2[nH]c(OC)c(C#N)c2C#N)cc1,i
COc1ccc(/C=C(\NC(=O)c2ccco2)C(=O)N2CCOCC2)cc1,i
O=C(C1CCCN(S(=O)(=O)c2cnc[nH]2)C1)N1CCN(Cc2ccccc2)CC1 (stereo not given),i
O=C(C1CC1)N1CCc2cc(S(=O)(=O)NCc3ccco3)ccc21,i
Cc1nn(C(=O)COc2ccccc2)c(C)c1Sc1ccc([N+](=O)[O-])cc1,?
COc1cccc(Nc2cc(C)nc3c(C)cccc23)c1,i
COC(=O)C1=C(C)Nc2ncnn2C1c1ccc(OC(=O)c2ccccc2)cc1 (stereo not given),i

# Screens from PubChem.
